DUSP3 inh – blocks the human dual specificity phosphatase VHR1; P51452; recombinant VHR phosphatase, colorimetric substrate read-out; inhibition, % at 20 µM; actives 0.7% (n = 50,000); AID 1992; in the data active means inhibition above about 60%; further: some results filed as inactive read as strong as hits
Target sequence (P51452 whole entry, looked up): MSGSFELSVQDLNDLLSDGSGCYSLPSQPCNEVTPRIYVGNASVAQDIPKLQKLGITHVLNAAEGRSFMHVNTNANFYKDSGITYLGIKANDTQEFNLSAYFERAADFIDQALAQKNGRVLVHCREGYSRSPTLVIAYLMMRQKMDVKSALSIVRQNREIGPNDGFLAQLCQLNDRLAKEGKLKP
An asterisk follows results filed as active.

SMILES	DUSP3 inh
S=C(NCC1CCCO1)Nc1ccc(Cl)cc1Cl (stereo unspecified)	-2
CCP(=O)(c1ccccc1)C(C)(C)O (stereo unspecified)	-11
Cc1ccc2c(c1)c1c3n2CCN(CCC(=O)O)C3CCC1 (stereo unspecified)	1
CC1SC(c2cccc(Cl)c2)NC1=O (stereo unspecified)	-1
O=C(N/C(=C/c1ccc(Cl)cc1)C(=O)N1CCCCC1)c1ccco1	-5
COc1ccccc1NC(=O)c1ccc(N2C(=O)c3ccc([N+](=O)[O-])cc3C2=O)cc1	-22
COC(=O)c1ccc(NC(=O)c2ccc(Cl)cc2)cc1	5
O=C1CCCC(O)=C1C(C1=C(O)CCCC1=O)c1ccc(Cl)cc1	-21
CCOC(=O)/C=C(\C)N1N=C(c2ccccc2)CC1c1cccc([N+](=O)[O-])c1 (stereo unspecified)	-38
O=C(N/N=C\c1ccccc1)c1cncc(Br)c1	-8
Cc1ccc(C(=O)NCCOc2ccc(Cl)cc2)cc1	5
CCCCOC(=O)c1ccc(NC(=O)COc2ccc([N+](=O)[O-])cc2)cc1	-16
COc1ccc(NC(=O)c2c(N)sc(-c3ccccc3)c2C)cc1	23
CC(=O)Nc1cc(-c2cccc(C)c2)[nH]n1	3
COC(=O)c1ccc(CN2CCc3ccccc3C2)cc1	6
CCOc1ccc(N2C(=O)NC(=O)/C(=C\c3ccc([N+](=O)[O-])cc3)C2=O)cc1	-9
CCc1ccc(-c2nc3cc(NC(=O)COc4ccccc4[N+](=O)[O-])ccc3o2)cc1	-18
CCOc1ccccc1NC(=O)C(=O)NCCCO	14
O=C(/C(=N\O)n1cncn1)c1ccc(Br)cc1Br	-21
O=C(/C=C/c1ccc2c(c1)OCO2)Nc1ccc(F)cc1	-18
CCc1c(C)nc(N)nc1N1CCOCC1	64
O=C(/C=C/c1cccc(C(F)(F)F)c1)Nc1cccc([N+](=O)[O-])c1	0
O=C(Nc1cccc(O)c1)/C(=C/c1cccc([N+](=O)[O-])c1)NC(=O)c1ccccc1	-6
Clc1cccc(Cl)c1OCCN1CCCC1	5
COc1cc(/C=N/NC(=O)c2ccncc2)ccc1OC(=O)c1cccs1	-13
COc1ccc(NC(=S)NC(=O)/C=C/c2ccc([N+](=O)[O-])cc2)cc1	1
Cc1c(NC(=S)NC(=O)c2ccco2)cccc1-c1nc2ncccc2o1	-5
COc1ccccc1OCCNc1cc(Cl)ccc1[N+](=O)[O-]	5
CCOc1ccc(NC(=O)CN(c2cc(Cl)cc(Cl)c2)S(C)(=O)=O)cc1	-12
O=C(O)CN1C(=O)/C(=N/N2C(=O)CSC2=S)c2ccccc21	53
COc1ccc2c(c1OC)C(=O)O[C@@H]2[C@H]1c2c(cc3c(c2OC)OCO3)CCN1C	26
CC(C)(C)NCCCCOc1cccc(Cl)c1	-32
CN(C(=O)COc1ccc(F)cc1)C1CCS(=O)(=O)C1 (stereo unspecified)	4
CCOc1ccc(NC(=O)CC(C)=O)cc1	-1
COC(=O)c1cn(C(=O)c2ccc(-c3ccccc3)cc2)c2ccccc12	2
O=C1NC(=O)C(=Cc2cc(Cl)c(O)c(Cl)c2)C(=O)N1	18
Cc1ccc(NC(=O)CCC2CCCC2)nc1	12
CSc1ccc(C=Nc2ccc(C#N)cc2)cc1	0
CC(C)CC(NC(=O)/C(=C\c1ccc2c(c1)OCO2)NC(=O)c1ccco1)C(=O)O (stereo unspecified)	-2
Cc1nc2ccccc2n1S(=O)(=O)c1ccc2ccccc2c1	-5
C/C(=N\N=C1\NC(=O)C(CC(=O)Nc2ccc(C)c(Cl)c2)S1)c1ccc([N+](=O)[O-])cc1 (stereo unspecified)	5
CC(C)c1ccc(-n2c(-c3ccccc3)nc3c(cnn3-c3ccccc3)c2=O)cc1	-33
CCOc1ccc(NC(=O)C2=C(C)NC(=S)NC2c2ccc(Br)cc2)cc1 (stereo unspecified)	2
N#C/C(=C/C=C/c1ccco1)C(=O)Nc1cccc(Br)c1	9
CCOc1cc(/C=C(\C#N)c2nc3ccc(C)cc3[nH]2)cc(I)c1O	-5
O=C(CSCC(=O)Nc1ccc2ccccc2c1)NCc1ccccc1	-13
CN(C)c1ccc(Nc2nc(-c3cccnc3)cs2)cc1	-7
Cc1ccc2nc(Nc3ccccc3)c(/C=N/O)c(=O)n2c1	-2
O=C(NCc1ccccc1F)c1ccccc1-c1ccccc1	-4
Cc1sc(NC(=O)c2ccccc2)nc1-c1ccccc1	6
(cont.)
SMILES	DUSP3 inh
CCOC(=O)C1=C(C)N=c2s/c(=C\c3ccncc3)c(=O)n2C1c1cccc(OC)c1 (stereo unspecified)	11
CCC(=O)Nc1sc2c(c1C(=O)Nc1ccc(Cl)cc1)CCC2	-34
Cc1cc(C)cc(NC(=O)C2CC3CCC2C3)c1 (stereo unspecified)	-2
O=C(NCc1ccc(Cl)cc1)C1CCCN1S(=O)(=O)c1ccc(Cl)cc1 (stereo unspecified)	11
CC1CCC(C(C)C)C(OC(=O)c2ccc([N+](=O)[O-])cc2)C1 (stereo unspecified)	4
Cc1nc(NC(=S)Nc2ccccc2)sc1C	26
CCCc1noc(-c2ccc(C(C)(C)C)cc2)n1	-17
COc1cc(NC(=O)COc2cc(C)ccc2C(C)(C)C)c(OC)cc1Cl	-7
C/C(=N\Nc1nc(C)cc(-c2ccccc2)n1)c1ccc(C)cc1	-45
O=C(Nc1nnc(-c2ccccc2)s1)c1ccc(Cl)cc1Cl	-18
CC1CCCN(C(=O)Cc2ccccc2)C1 (stereo unspecified)	-5
O=C(COc1ccc(Cl)cc1Cl)Nc1ccc(NC(=O)c2ccco2)cc1	0
CCOCCOC(=O)C1=C(C)NC(=O)NC1c1ccc(O)cc1 (stereo unspecified)	-32
CC1=C(C(=O)OCCc2ccccc2)C(c2ccccc2[N+](=O)[O-])C2=C(CCCC2=O)N1 (stereo unspecified)	0
CC(C)(C)Cc1ccc(C2C(=O)c3ccccc3C2=O)cc1	4
CCOc1ccccc1NC(=O)COc1ccc2ccccc2c1	2
Cc1ccc(NC(=O)c2cc(I)ccc2Cl)cc1	-7
Cc1ccc(S(=O)(=O)Oc2cccc(/C=C3/SC(=S)N(C)C3=O)c2)cc1	1
O=C(Nc1ccc(N2C(=O)c3ccccc3C2=O)cc1Cl)c1ccc(Cl)cc1Cl	7
O=C(O)c1cc(-c2ccccc2Cl)nc2ccccc12	-36
N#Cc1cccc(NC(=O)CCC(=O)O)c1	-26
O=C1OCC2=C1C(c1ccc3c(c1)OCO3)Sc1ccccc1N2 (stereo unspecified)	5
N#Cc1c(N)[nH]c(=S)c(C#N)c1-c1cccc(O)c1	20
Nc1cc(-c2cccc(Br)c2)nn1-c1ccccc1	15
CCC(=O)N1CCN(c2cc(C)c(C(C)=O)cc2F)CC1	9
Cc1ccc(Cl)cc1NC(=O)c1cccc(N(C)C)c1	5
C#CCSc1nc2c(cc1C#N)CCC2	45
CCc1ccccc1N(CC(=O)Nc1cccc(Br)c1)S(C)(=O)=O	12
O=C1Nc2ccc(Br)cc2C12NN=C(c1ccccc1)S2 (stereo unspecified)	24
CCOc1ccc(N2C(=O)C=CC2=O)c([N+](=O)[O-])c1	29
O=C(N/N=C/c1ccc(F)cc1)c1cc(-c2ccc3ccccc3c2)n[nH]1	10
COc1ccccc1NC(=O)C1=C(C)NC2=C(C(=O)CC(C)(C)C2)C1c1ccc2c(c1)OCO2 (stereo unspecified)	-4
CCOc1ccc2nc(NC3=NCCC(=O)N3)nc(C)c2c1	15
Cc1cc(N2CCN(c3ccccc3)CC2)nc2ccccc12	-20
COc1ccc(Cl)cc1C(=O)NCCCN(C)C	-5
O=C(NCCOc1ccccc1Cl)c1cccc2ccccc12	-4
CCOc1ccc(C(=O)Nc2ccc(Cl)cn2)cc1[N+](=O)[O-]	-22
Clc1ccc(/C=N/N=C(c2ccccc2)c2ccccc2)s1	-30
COc1ccc(CN2CCN(C3CCN(Cc4ccccc4)CC3)CC2)cc1Br	-10
O=C(NCc1ccc2c(c1)OCO2)c1cccc([N+](=O)[O-])c1	4
Cc1ccccc1OCC(=O)Nc1ccc(I)cc1Cl	-9
Cc1c(C(=O)OC(C)C)sc(NC(=O)C(F)(F)F)c1C(=O)OC(C)C	11
O=C(CC1S/C(=N\N=C\c2ccco2)NC1=O)Nc1cccc(Cl)c1Cl (stereo unspecified)	-3
CCc1ccccc1NC(=O)C1CC1(c1ccccc1)c1ccccc1 (stereo unspecified)	-18
O=C1C(=O)N(CC2CCCO2)C(c2ccccc2)/C1=C(/O)c1ccccc1 (stereo unspecified)	6
CCSc1nnc(NC(=O)c2ccc(Br)o2)s1	-13
O=c1c2ccccc2nc(/C=C/c2cccc(Br)c2)n1-c1ccccc1O	-6
Cc1cccc(N2C(=O)S/C(=C\c3ccccc3)C2=O)c1	-1
Cc1cccc(OCC(=O)N/N=C/c2cc([N+](=O)[O-])cc(Br)c2O)c1	-13
Cc1cccc(NC(=O)C(O)C(O)C(=O)Nc2cccc(C)c2)c1 (stereo unspecified)	-9
Carrying on.
SMILES	DUSP3 inh
Cc1ccc(C(=O)c2cccc(N3C(=O)c4ccccc4C3=O)c2)cc1C	1
Cc1cccc(C(=O)N2N=C(c3ccc(Cl)cc3)CC2(O)C(F)(F)F)c1 (stereo unspecified)	-9
Cc1cccc(OCCn2cc(C=C3C(=O)NC(=S)NC3=O)c3ccccc32)c1	1
CCCCOc1cccc(C(=O)Nc2ccc(I)cc2Cl)c1	-4
O=C(NCc1cccnc1)c1cccc(Cl)c1	10
O=C(Nc1ccccc1C(=O)N1CCOCC1)c1ccccc1Cl	4
CC1=C(C(=O)Nc2ccc(C)cc2)C(c2ccccc2Br)NC(=O)N1 (stereo unspecified)	-2
O=C(Nc1ccc(Cl)c(Cl)c1)Nc1nnc(Cc2ccc(F)cc2)s1	-10
Cc1ccc(C(=O)/C=C/c2c[nH]c3ccccc23)cc1	15
NNc1nccc(Nc2ccccc2C(=O)O)n1	-16
Cc1ccc2[nH]c(C(=O)N/N=C/c3ccc(O)cc3O)c(-c3ccccc3)c2c1	-17
O=C(COc1ccc(Cl)cc1Cl)Nc1ccc(NC(=O)COc2ccc(Cl)cc2Cl)cc1	-2
CCOc1cc(C=C2C(=O)NC(=S)NC2=O)ccc1OCCSc1cccc2ccccc12	0
O=C(NN1C(=O)CSC1=S)c1ccccc1[N+](=O)[O-]	-15
COc1c(Cl)cc(C(=O)Nc2nc(-c3ccccc3)cs2)cc1Cl	10
COc1cc(/C=N/NC(=O)c2cccc([N+](=O)[O-])c2)ccc1OCc1ccccc1	-24
CN1C(=O)NC(=O)/C(=C/c2ccc(-c3ccc(Cl)cc3)o2)C1=O	-1
CCOC(=O)c1c(-c2ccccc2)csc1NC(=O)c1ccc(OC(C)C)cc1	55
COc1ccc(Br)cc1C(=O)Nc1ccc(Cl)cc1	6
CC1(C)CC(=O)C2=C(C1)Nc1ccccc1N(C(=O)c1ccc(Cl)cc1)C2c1ccccn1 (stereo unspecified)	-48
COC(=O)C1=C(C)N(Cc2ccco2)C(=O)/C1=C\c1ccc(O)c(OC)c1	9
Cc1ccc(N2C(=O)c3cccnc3C2=O)cc1C	-53
CCC(=O)N1CCN(c2ccc([N+](=O)[O-])cc2)CC1	-16
Cc1cccc(C(=O)Nc2sc3c(c2C(=O)NCc2ccco2)CCCCC3)c1	-6
CS(=O)(=O)N1CCN(Cc2cccc3ccccc23)CC1	-14
COc1ccc(C2C(C(=O)OC(C)C)=C(C)N=c3s/c(=C\c4cc(OC)ccc4OC)c(=O)n32)cc1 (stereo unspecified)	-26
CC1=NN(C(N)=S)C2(O)CC3C(C12)C3(C)C (stereo unspecified)	15
Cc1cccc(C(=O)Nc2ccccc2)c1	-3
CCc1ccc(CN2CCN(Cc3cccc(OC)c3OC)CC2)cc1	9
COc1cc([N+](=O)[O-])ccc1N1C(=O)C2C3C=CC(C4CC34)C2C1=O (stereo unspecified)	-8
O=C(NC(NC(=S)Nc1ccc(Cl)cc1)C(Cl)(Cl)Cl)c1ccccc1F (stereo unspecified)	-23
N#Cc1c(N)nc2c(c1-c1ccc(F)cc1)CCCC2	-33
COc1ccc(NC(=O)COc2ccc(C)c(C)c2)cc1	16
CCOC(=O)c1ccccc1NC(=O)CN(c1ccc(C)cc1)S(=O)(=O)c1ccc(F)cc1	-9
COc1ccc(C2CC(=O)C3=C(C2)Nc2ccccc2NC3c2ccc(OC(C)=O)cc2)cc1 (stereo unspecified)	-9
O=C1Nc2ccc(Br)cc2C1=Cc1nc2ccccc2c(=O)n1-c1ccc(C(=O)O)cc1	-6

Among those listed so far, 14 contain four or more nitrogen atoms.
SMILES	DUSP3 inh
O=C(/C(=N\O)n1cncn1)c1ccc(Br)cc1Br	-21
CCc1c(C)nc(N)nc1N1CCOCC1	64
Cc1c(NC(=S)NC(=O)c2ccco2)cccc1-c1nc2ncccc2o1	-5
C/C(=N\N=C1\NC(=O)C(CC(=O)Nc2ccc(C)c(Cl)c2)S1)c1ccc([N+](=O)[O-])cc1 (stereo unspecified)	5
CC(C)c1ccc(-n2c(-c3ccccc3)nc3c(cnn3-c3ccccc3)c2=O)cc1	-33
CN(C)c1ccc(Nc2nc(-c3cccnc3)cs2)cc1	-7
Cc1ccc2nc(Nc3ccccc3)c(/C=N/O)c(=O)n2c1	-2
C/C(=N\Nc1nc(C)cc(-c2ccccc2)n1)c1ccc(C)cc1	-45
N#Cc1c(N)[nH]c(=S)c(C#N)c1-c1cccc(O)c1	20
O=C(N/N=C/c1ccc(F)cc1)c1cc(-c2ccc3ccccc3c2)n[nH]1	10
CCOc1ccc2nc(NC3=NCCC(=O)N3)nc(C)c2c1	15
O=C(CC1S/C(=N\N=C\c2ccco2)NC1=O)Nc1cccc(Cl)c1Cl (stereo unspecified)	-3
O=C(Nc1ccc(Cl)c(Cl)c1)Nc1nnc(Cc2ccc(F)cc2)s1	-10
NNc1nccc(Nc2ccccc2C(=O)O)n1	-16

Compound activity from PubChem BioAssay.

Only part of the results is shown (hit frequency here may not be typical).
